Screens deposited in PubChem by Broad Institute.
EWS-Fli inh = inhibitors of EWS/Fli oncoprotein transcriptional activity. A673 NR0B1-luciferase reporter, viability-normalised. inhibition, % at 12.6 µM. hit rate 0.67% among 350,000. AID 651661;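 active = mean inhibition of at least 50% after viability correction, with every replicate also passing that limit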;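 note: firefly luciferase signal divided by Alamar Blue viability fluorescence both relative to DMSO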
RAD52 anneal inh = inhibitors of human RAD52 DNA annealing | inhibition, % at 18.7 µM | P43351 | AID 651710 | recombinant RAD52 DNA annealing, FRET fluorescence | hit rate 0.46% among 360,000;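 active = every replicate showing at least 50% inhibition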
Target sequence (P43351 whole entry, looked up): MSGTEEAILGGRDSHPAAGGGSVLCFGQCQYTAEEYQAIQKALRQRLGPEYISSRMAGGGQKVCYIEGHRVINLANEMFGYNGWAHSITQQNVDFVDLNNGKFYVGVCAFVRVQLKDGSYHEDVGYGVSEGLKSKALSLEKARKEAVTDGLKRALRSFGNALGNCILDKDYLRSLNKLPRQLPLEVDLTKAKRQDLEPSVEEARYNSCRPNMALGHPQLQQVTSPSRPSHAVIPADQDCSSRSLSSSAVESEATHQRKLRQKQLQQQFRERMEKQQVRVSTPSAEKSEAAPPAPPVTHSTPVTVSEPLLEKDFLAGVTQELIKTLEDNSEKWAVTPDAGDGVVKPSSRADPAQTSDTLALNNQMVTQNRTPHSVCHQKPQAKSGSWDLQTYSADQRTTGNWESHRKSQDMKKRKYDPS
RAD54 branch = blocks human RAD54 Holliday junction branch migration | Q92698 | inhibition, % at 10.4 µM | hit rate 0.14% among 360,000 | FAM/BHQ fluorescence;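 active = mean normalized replicate activity at least 40 and at least half of replicates scoring 40 or more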;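 note: 0% = median of neutral control wells and 100% = median of positive control wells; inhibitors cause a drop in the FAM fluorescence signal; in these data hits start at about 50%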
FN deposition inh = fibronectin deposition inhibition; AH1F fibroblasts, Alexa488-fibronectin deposition fluorescence, overnight; inhibition, % at 12.6 µM; hit rate 0.086% among 350,000; AID 743247;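 active = mean inhibition across replicates of 30% or more, regardless of how many single replicates reach that level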;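 note: positive control wells lacked labelled fibronectin entirely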
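Material: AH1F fibroblast monolayer depositing Alexa488-labelled fibronectin into matrix / Amount: 10000 AH1F cells per well / Signal: fluorescence 485/525 nm / Medium: DMEM, 2% serum / Compound: single dose, pinned / Incubation: 1 h cell adhesion before compound, then overnight fibronectin incubation / Reagent: Alexa488-FN, 24 nM final / Read-out: inhibition of fibronectin deposition signal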
XiGFP reactiv = X-chromosome reactivation activator; XiGFP mouse fibroblasts, % GFP-positive cells imaging, 3 d; cells co-treated with 5-aza-dC sensitizer; scaled so ellipticine positive control = 100%; activation, % at 7.58 µM; hit rate 0.055% among 360,000;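 active = mean normalized replicate activation at least 10% and every replicate at or above 10%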;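 note: 0% = median of on-plate neutral control wells and 100% = ellipticine 6 µM median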
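System: SV40-immortalized XiGFP fibroblast cells, line 68-5-11 / Incubation: 3-day compound exposure, then 15 min fixation at room temperature / Compound: single concentration per compound, delivered by pin transfer / Buffer or medium: DMEM plus 5-aza-dC sensitizer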
E-selectin induc = induces E-selectin expression in human endothelial cells; P16581; HUVEC E-selectin immunofluorescence imaging; normalized: neutral wells 0, TNF-alpha wells 100; activation, % at 7.58 µM; hit rate 0.37% among 260,000;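 active = mean E-selectin-positive cell signal at least 10% of the positive control, reached in at least 60% of replicates, without over 20% cell loss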;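 note: in these data hits start at about 27%; measured in HUVEC primary endothelial cells; signal is the percent of cells scored E-selectin positive by PE staining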
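assay system = HUVEC, human umbilical vein endothelial cells | input = 3,000 HUVEC seeded per well | medium = EGM-2 growth medium on 0.1% gelatin-coated wells | dosing = one compound dose added by pin transfer | signal = immunofluorescence imaging | read-out basis = % PE-positive cells | control set = TNF-alpha, DMSO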
S100A4 MyoIIA = blocks human S100A4 binding to myosin IIA peptide; S100A4/TAMRA-MyoIIA peptide fluorescence polarization; inhibition, % at 10.7 µM; hit rate 0.14% among 360,000; AID 652163;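 active = mean inhibition of at least 70% across replicates, with every replicate also reaching that level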
Target sequence (P26447 whole entry, looked up): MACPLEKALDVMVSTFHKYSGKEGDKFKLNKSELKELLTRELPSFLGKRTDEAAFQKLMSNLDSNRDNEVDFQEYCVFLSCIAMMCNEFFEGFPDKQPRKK
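Assay system: human S100A4 monomer with TAMRA-labelled myosin IIA peptide / Buffer or medium: Calcium-containing HEPES buffer, pH 7.2 / Reagent: TAMRA-labelled myosin IIA heavy-chain peptide probe, 5 nM / Compound: one dose per compound / Timing: polarization read 5 min after assay mix addition, stable 5–60 min / Benchmarks: neutral control DMSO, positive control TFP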
esBAF inh = inhibitors of esBAF chromatin remodeling in mouse ES cells; Bmi1-luciferase knock-in reporter, 24 h; 100% = twice the neutral-well signal; reporter increase, % at 12.5 µM; hit rate 2% among 350,000; AID 602393; in the data active = activation above about 40%;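 note: 0% = median of the plate's neutral control wells and 100% = double that signal; a rise in the Bmi1 reporter signal indicates esBAF inhibition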
The depositor's hits bear a star; nt = no result given.

SMILES	EWS-Fli inh	RAD52 anneal inh	RAD54 branch	FN deposition inh	XiGFP reactiv	E-selectin induc	S100A4 MyoIIA	esBAF inh
CCCC#Cc1ccc2c(c1)O[C@@H](CN(C)C(=O)CC)[C@H](C)CN([C@H](C)CO)S2(=O)=O	1	-7	-1	nt	0.2	0.1	-5	0
CC(=O)C1=CN(CC2CCCCC2)CCC1=O	-7	-14	-2	0	0.0	-1.6	2	2
CCC(C)c1ccc(NC(=S)N2CCCC2)cc1 (stereo not given)	nt	8	4	1	0.1	0.2	-1	29
O=C(COc1ccccc1)NCC1CCCO1 (stereo not given)	11	-16	0	nt	nt	nt	-1	-5
CC=Cc1ccc2n(c1=O)C[C@@H]1[C@@H](CO)[C@H](C(=O)NCC)N(CC3CCOCC3)[C@H]21 (mixture of isomers)	0	nt	nt	nt	0.5	-0.1	nt	2
CN1CCN(C(=O)C[C@H]2CC[C@H]3[C@H](COc4ccc(NC(=O)C5CCC5)cc4C(=O)N3C)O2)CC1	-8	3	nt	-2	0.0	0.1	-6	nt
COC(=O)c1ccc(C2C(Oc3ccc(OC)cc3)C(=O)N2CCc2ccc(OC)c(OC)c2)cc1 (stereo not given)	-10	nt	4	2	0.0	1.9	nt	nt
Cc1nc(SCC(=O)N2CC(=O)Nc3ccccc32)c2c(C)c(C)sc2n1	8	-8	-9	nt	nt	nt	-5	20
O=C(Cc1ccccc1)N1C[C@@H]2[C@H](c3ccccc31)[C@H](CO)N2S(=O)(=O)c1ccccc1	1	-17	16	11	0.0	-0.2	-5	6
COc1ccc(CN(C)C[C@H]2Oc3c(NS(=O)(=O)c4ccc(Cl)cc4)cccc3C(=O)N([C@H](C)CO)C[C@@H]2C)cc1	6	4	-15	nt	0.1	-0.1	3	-1
O=C(COC(=O)c1cc(S(=O)(=O)N2CCCCC2)ccc1N1CCOCC1)c1ccccc1	9	-7	-7	-23	0.3	-0.2	-10	5
CCN(CC)CCOC(c1ccccc1)c1ccc(C)cc1 (stereo not given)	9	-3	nt	-7	-0.1	nt	1	nt
NC(=O)c1ccc[n+](CCC[n+]2cccc(C(N)=O)c2)c1	7	-6	nt	-11	0.0	-0.1	2	nt
O=C(Nc1ccccc1C(=O)O)c1cccc(S(=O)(=O)Nc2ccc(Br)cc2)c1	1	-11	-2	3	0.0	nt	4	0
CNC[C@H]1Oc2ncc(C#CC3(O)CCCC3)cc2C(=O)N([C@@H](C)CO)C[C@H]1C	-6	-14	-4	nt	0.9	-0.1	-4	2
O=C(COc1ccccc1)NNC(=S)NC(=O)c1ccccc1	12	-5	3	3	0.1	nt	0	4
O=C(NCc1ccccn1)[C@@H]1CCCN1C(=O)[C@@H]1CCCN1C(=O)c1ccccc1	-13	-14	nt	-13	-0.1	2.5	-12	nt
COc1cc2c(cc1OC)C(SC)=NC1(CCCC1)C2	-11	1	nt	2	-0.1	1.2	-2	nt
Cc1cc(-c2nnc(CCC(=O)N(C)Cc3ccsc3)o2)no1	-6	-15	nt	6	0.2	0.8	11	nt
Cc1noc(C(=O)NCc2ccc(F)cc2)c1Cl	1	0	14	2	0.0	0.2	2	-3

A few values from above.
In EWS-Fli inh, `Cc1nc(SCC(=O)N2CC(=O)Nc3ccccc32)c2c(C)c(C)sc2n1` has 8
In RAD54 branch, `O=C(COc1ccccc1)NCC1CCCO1` (stereo not given) has 0
In E-selectin induc, `CC(=O)C1=CN(CC2CCCCC2)CCC1=O` has -1.6

Results in E-selectin induc, RAD54 branch and esBAF inh, for some of the entries so far:
Compound,E-selectin induc,RAD54 branch,esBAF inh
Cc1nc(SCC(=O)N2CC(=O)Nc3ccccc32)c2c(C)c(C)sc2n1,nt,-9,20
O=C(Cc1ccccc1)N1C[C@@H]2[C@H](c3ccccc31)[C@H](CO)N2S(=O)(=O)c1ccccc1,-0.2,16,6
COc1ccc(CN(C)C[C@H]2Oc3c(NS(=O)(=O)c4ccc(Cl)cc4)cccc3C(=O)N([C@H](C)CO)C[C@@H]2C)cc1,-0.1,-15,-1

Following part.
SMILES	EWS-Fli inh	RAD52 anneal inh	RAD54 branch	FN deposition inh	XiGFP reactiv	E-selectin induc	S100A4 MyoIIA	esBAF inh
Cc1ccc(-c2nnc(N3CCOCC3)c3ccccc23)cc1S(N)(=O)=O	-17	-8	-1	-1	-0.1	-0.1	-1	-7
Cc1noc(C)c1S(=O)(=O)Nc1ccc2c(c1)C(=O)N([C@@H](C)CO)C[C@H](C)[C@@H](CN(C)S(=O)(=O)c1ccccc1)O2	-1	9	-5	-8	0.2	0.0	13	2
O=C(COc1ccccc1Cl)N1CCc2ccccc2C1	-50	-19	1	-2	0.0	nt	0	31
O=C(CSc1ncn[nH]1)Nc1ccc(S(=O)(=O)Nc2ncccn2)cc1	-6	-15	nt	-2	0.3	0.1	8	nt
O=C(NCCC(=O)N1CCC2(CC1)NCCc1[nH]cnc12)c1cccc(Br)c1	nt	-12	nt	-6	0.2	2.0	-6	nt
COc1ccc(N2CCN(C(=O)c3cc4cc(Cl)ccc4[nH]3)CC2)cc1	-7	-24	-4	1	0.0	-0.1	-4	0
CO[C@H]1CN(C)C(=O)c2ccc(NC(=O)Nc3cc(F)ccc3F)cc2OC[C@@H](C)N(C)C[C@@H]1C	-5	-11	12	-5	-0.5	0.1	-10	-5
COc1ccc(NC(=O)N2CC(=O)N3[C@H](C2)[C@@H](c2ccc(-c4ccc(C)cc4)cc2)[C@@H]3CO)cc1	-2	-12	nt	nt	0.3	-0.8	-12	nt
C[C@H](CO)N1C[C@H](C)[C@H](CN(C)Cc2ccccc2)Oc2c(NC(=O)c3cnccn3)cccc2C1=O	12	-11	-4	nt	-0.5	0.6	1	-1
CC(SCc1cc(=O)n2c([nH]c3ccccc32)c1C#N)C(=O)O (stereo not given)	-5	-138	-48	-1	-0.1	2.6	-7	nt
COc1ccc(Cl)cc1N(CC(=O)NC1CC1)S(=O)(=O)c1ccc(C)c([N+](=O)[O-])c1	-8	-10	-14	-19	0.1	6.8	5	-4
CC(=O)c1sc(NC(=O)CS(=O)(=O)c2ccccc2)nc1C	-19	0	nt	-11	0.2	0.1	0	nt
CSc1ccc(S(=O)(=O)NCC(=O)OCC(=O)N(C)C2CCCCC2)cc1[N+](=O)[O-]	0	4	nt	5	0.5	0.0	0	nt
CC(=O)Nc1ccc(NC(=O)c2ccccc2N(Cc2ccccc2)S(C)(=O)=O)cc1	10	7	-4	-7	0.5	nt	0	0
Cc1ccc(C2C(N)C(=O)N2c2ccc(C)cc2)cc1 (stereo not given)	-12	-9	12	4	0.1	-0.1	0	9
O=C(Nc1nnc(-c2ccccc2)o1)Nc1ccccc1Cl	-10	-20	-3	5	-0.2	-0.1	2	-3
C[C@H]1CN([C@@H](C)CO)C(=O)c2cc(-c3ccncc3)cnc2O[C@@H]1CN(C)S(=O)(=O)c1ccc(F)cc1	2	10	3	nt	-2.0	0.1	-7	8
O=C(Nc1cccc(F)c1)c1sc(Cl)nc1-c1ccccc1	16	-6	-9	-4	0.1	0.6	3	6
O=S(=O)(NCc1cn2ccccc2n1)c1cccs1	-40	-8	-4	6	-0.4	-0.8	1	20
COc1ccc(CNC(=O)CN(c2cc(C)cc(C)c2)S(=O)(=O)c2c(C)noc2C)cc1	2	7	-3	-4	0.1	nt	0	-2
COc1ccc(/C=C(\C#N)C(=O)OCC(=O)N(C)C2CCS(=O)(=O)C2)cc1 (stereo not given)	3	-8	nt	-1	0.1	-0.2	10	nt
Cc1nc(S(=O)(=O)Cc2ccccc2Cl)nc2c1CCC2	-3	-20	nt	2	0.0	nt	-3	nt
CCN(CC)S(=O)(=O)c1ccc(N2CCOCC2)c(NC(=O)CSCc2c(C)noc2C)c1	2	-5	4	-1	0.2	nt	-4	9
CC(C)(C)NC(=O)NC(=O)COC(=O)CNC(=O)C1CCCCC1	15	-20	nt	-2	-0.1	nt	-11	nt
CC(=O)C1CCC2C3CCC4=CC(=O)C=CC4(C)C3CCC12C (stereo not given)	17	1	-5	4	0.9	0.2	0	5
O=C(C[C@H]1CC[C@@H]2[C@H](COC[C@H](O)CN2C(=O)Nc2ccc(F)cc2)O1)NC1Cc2ccccc2C1	-4	2	5	-14	-0.1	0.1	10	1
CN(C1=NS(=O)(=O)c2ccccc21)c1ccc(OC(=O)c2ccccc2F)cc1	5	-6	1	3	0.5	0.0	-3	-3
CC1=C(C(=O)Nc2ccc(F)cc2)C(c2cccc(C)c2)n2nc(CCCO)nc2N1 (stereo not given)	-5	-11	-6	-4	0.4	0.0	-3	0
Cc1ccc(S(=O)(=O)Nc2ccc3c(c2)C(=O)N([C@H](C)CO)C[C@@H](C)[C@@H](CN(C)Cc2ccc(C(=O)O)cc2)OCCCC[C@@H](C)O3)cc1	-17	14	-10	-5	0.4	nt	-1	-2
Nc1nc2ccccc2cc1C(=O)NCc1cccs1	9	-1	nt	2	0.0	0.6	3	nt
CN(C)C(=O)c1cc2c(c(-c3cccc(C4=CCCC4)c3)n1)[C@H](CCO)N([S@@](=O)C(C)(C)C)C2	-1	-107	0	-2	0.2	0.6	-51	4
C=CCOc1c(Br)cc(CNc2ccc3[nH]c(=O)[nH]c3c2)cc1OCC	-1	-2	nt	1	0.0	3.0	-3	nt
Cc1ccc(SCCC(=O)NC2CC2)cc1	-8	-4	nt	-5	0.0	-0.1	-1	4

In the list so far, these have a cyano group:
SMILES	EWS-Fli inh	RAD52 anneal inh	RAD54 branch	FN deposition inh	XiGFP reactiv	E-selectin induc	S100A4 MyoIIA	esBAF inh
CC(SCc1cc(=O)n2c([nH]c3ccccc32)c1C#N)C(=O)O (stereo not given)	-5	-138	-48	-1	-0.1	2.6	-7	nt
COc1ccc(/C=C(\C#N)C(=O)OCC(=O)N(C)C2CCS(=O)(=O)C2)cc1 (stereo not given)	3	-8	nt	-1	0.1	-0.2	10	nt

This is a random part of the collection; overall some 3% were active at least once.
